High-throughput results: PubChem BioAssay, National Center for Advancing Translational Sciences (NCATS)
12-LOX inh: Primary qHTS assay for inhibitors of human arachidonate 12S-lipoxygenase (ALOX12): Round 2; Polyunsaturated fatty acid lipoxygenase ALOX12 (Homo sapiens), P18054; purified 12hLO, xylenol orange hydroperoxide absorbance; Potency, µM (series often up to 108 µM), inactives show top-dose activity change, negative = inhibition, usual class: inhibitors; actives 1.1% (n = 580,000); active = well fitted inhibition curve with a large enough effect; inconclusive = small, poorly fitted or top-dose-only effect, or another doubt; inactive = no such curve, though single readings can be large or run the other way
Target sequence (P18054 whole entry, looked up): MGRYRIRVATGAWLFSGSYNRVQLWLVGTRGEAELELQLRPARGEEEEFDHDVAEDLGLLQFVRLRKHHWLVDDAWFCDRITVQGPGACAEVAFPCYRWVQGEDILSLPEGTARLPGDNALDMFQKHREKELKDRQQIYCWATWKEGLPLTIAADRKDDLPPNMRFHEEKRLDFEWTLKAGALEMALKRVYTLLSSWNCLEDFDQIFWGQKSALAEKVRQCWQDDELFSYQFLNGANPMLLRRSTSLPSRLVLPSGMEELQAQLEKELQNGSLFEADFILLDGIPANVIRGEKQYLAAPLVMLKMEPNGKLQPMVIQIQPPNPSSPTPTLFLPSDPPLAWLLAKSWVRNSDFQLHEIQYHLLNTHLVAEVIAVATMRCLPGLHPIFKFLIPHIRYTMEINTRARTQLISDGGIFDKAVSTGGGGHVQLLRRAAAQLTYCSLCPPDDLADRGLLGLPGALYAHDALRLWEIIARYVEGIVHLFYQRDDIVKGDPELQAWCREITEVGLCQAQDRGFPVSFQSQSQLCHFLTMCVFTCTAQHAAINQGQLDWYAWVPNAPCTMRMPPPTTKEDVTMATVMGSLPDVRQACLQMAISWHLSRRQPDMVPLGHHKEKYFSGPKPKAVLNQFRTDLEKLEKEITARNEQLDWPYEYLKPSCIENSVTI
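Purified human 12hLO at 150 nM in 25 mM Hepes, 0.01% Triton X-100, pH 7.0, preincubated 15 min at room temperature with compound. Reaction started with 40 uM arachidonic acid, 30 min at room temperature. Hydroperoxide measured by Fe-xylenol orange, 573/405 nm absorbance ratio.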
Numbers without * were called inactive; ? = inconclusive; [ ] = another dose, or the depositor's remark. % is set by controls: 0 for no effect and ±100 for the full control effect; potency is the fitted concentration of half-maximal effect. A portion of the library (hit frequency here may not be typical).

SMILES | 12-LOX inh
O=C(C1CCCC1)N1CCC(CCOc2ccccc2F)C1 (stereo unspecified) | 41%[activator]
Cc1ccccc1Oc1c(CCC(=O)N(C)C(C)C)c(C)nn1-c1ccccc1C | 13%
CC(=O)NC1CC2(CCN(C(=O)c3ccccc3)CC2)c2ccccc21 (stereo unspecified) | 0%[6.33 µM]
Cc1ccc(NC(=O)c2ccc(CN3CCN(C)CC3)cc2)cc1Nc1nc(-c2cccnc2)cs1 | -13%[57.4 µM]
COc1ccc(-c2cc3c(=O)n(CCNC(=O)Cc4cccs4)ccn3n2)cc1 | 14%
OC1CCOC2(CCN(Cc3ccc4c(c3)CCO4)CC2)C1 (stereo unspecified) | 44%[activator]
COc1ccc(CN2C(=O)C(n3cccc3)c3ccccc32)cc1 (stereo unspecified) | -23%
COc1ccc(-c2noc(-c3cccn3CC(=O)Nc3cc(C)ccc3C)n2)cc1F | 1%
CN(C)Cc1ccccc1CN(C)c1nc(-c2cccnc2)nc2c1CNC2 | 82%[activator]
O=S(=O)(NCCc1noc(-c2ccccc2)n1)c1cccs1 | -13%
CC(=O)Nc1cccc(-c2nc(-c3c(C)noc3C)cc3cc(CO)oc23)c1 | -18%[176 µM]
CC1CCCC2(C1)OCC(C(=O)NCc1ccccc1)N2C(=O)c1ccccc1F (stereo unspecified) | 9%
COc1ccccc1-n1cc(-c2ccnc(N3CCCN(C(C)=O)CC3)n2)cn1 | 69%[activator]
NC(=O)NCCC(=O)N1CCc2[nH]nc(-c3cccc4ccccc34)c2C1 | 6%
CCc1ccc(C(=O)NCc2nnc3cc(-c4nc(C(C)C)no4)ccn23)cc1 | -2%
COc1ccc(C=CC(=O)c2c(N)n(C)c(=O)n(C)c2=O)cc1 | ?
CCCN(CC1CCOC1)C(=O)NCCc1ccccc1 (stereo unspecified) | 47%[activator]
COc1ccc(C(=O)N2CCN(C(=O)c3nnn4c3COC(c3ccc(C)cc3)C4)CC2)cc1F (stereo unspecified) | 2%
Cn1c(=O)n([C@H]2CCCN(C(=O)CN3CCCCCC3)C2)c2ncccc21 | 25%
COc1cc(F)ccc1-c1nc(-c2c(C)noc2C)cc2[nH]c(C)cc12 | 0%[176 µM]
CCc1cccc2c(C(CC(=O)NCCC(C)C)c3cccc(OC)c3OC)c[nH]c12 (stereo unspecified) | 3%
CN1C[C@H](NC2CCC2)CCC[C@@H](C(=O)NC2CCOCC2)CC1=O | 8%[176 µM]
Cc1ccc(CN(C)C(=O)c2ccccc2OC2CCN(Cc3ccccn3)CC2)o1 | 49%[activator]
COCCn1ncc(N2CCCC(CC(=O)NCc3ccccc3C)C2)cc1=O (stereo unspecified) | ?
CCC(C)CNc1ncnc2c1CN(C1CCCNCC1)C(=O)CN2C (stereo unspecified) | ?
CNC(=O)N1CCC(C2CCN(S(=O)(=O)Cc3ccc(C)cc3)C2)CC1 (stereo unspecified) | 32%
O=C(N[C@@H]1CN(C(=O)C2CC=CC2)CC[C@@H]1CO)C1CC1 | 39%[activator]
O=C1C(=Cc2cccs2)CCc2ccccc21 | 10%
COc1cc(CN2CCCCC23Cc2ccccc2CNC3=O)cc(OC)c1 (stereo unspecified) | -2%[6.33 µM]
C#CCN1CC(COCCCC)Oc2cccc(Oc3ccc(C(C)(C)C)c(C)c3)c2S1(=O)=O (stereo unspecified) | 6%
COC(=O)c1ccccc1NC(=O)Cn1ccn2nc(-c3ccc(F)cc3)c(CO)c2c1=O | -14%
O=C(NCC1Cn2cccc2CN1Cc1ccccc1)c1n[nH]c2ccccc12 (stereo unspecified) | 214%[activator]
Cc1cc(C(=O)N2CC(c3nnc(C(C)C)o3)C3(CCOCC3)C2)n(C)n1 (stereo unspecified) | 11%
COCc1nc(-c2ccc(OC3CN(Cc4ccsc4)C3)cc2)no1 | 6%
CN(C)c1ncc2c(n1)CCCC2NC(=O)CN1C(=O)NC(C)(C)C1=O (stereo unspecified) | 31%[activator]
OCc1ccc(CN2CCCC(CCc3c(F)cccc3F)C2)o1 (stereo unspecified) | 12%
Cc1ccc(C(O)Cn2ccn3nc(-c4ccc(F)cc4)cc3c2=O)cc1 (stereo unspecified) | 3%
CN1CCCN(C(=O)c2cn3ccnc(-c4ccccc4)c3n2)CC1 | 6%
COc1cccc(CCC(=O)N2CCC(C3CCN(S(C)(=O)=O)CC3)C2)c1 (stereo unspecified) | 6%
Cc1cccc(C(=O)N2CCC(Cc3nc(C(C)C)no3)CC2)c1 | 58%
Cc1cc(CN2CCC3(CC(c4cccc(C(F)(F)F)c4)=NO3)C2)no1 (stereo unspecified) | 1%[6.33 µM]
CO[C@@H]1CCOC[C@H]1NC(=O)C1CCN(C(=O)c2ccccn2)CC1 | 61%[activator]
CO[C@H]1C(=O)N(C(C)C)[C@H]1C1CCN(C(=O)C(C)C)CC1 | 67%[activator]
COc1ncccc1C(=O)N1CCCC(c2[nH]ncc2Cc2ccccc2)C1 (stereo unspecified) | 32%[activator]
O=C(NCC1CC1)C1CCCN(C2CCN(Cc3ccncc3)CC2)C1 (stereo unspecified) | -13%
CC(=O)N1CCC(N2CCOC[C@H]2c2ncc(C(C)(C)C)[nH]2)CC1 | 20%[176 µM]
CN(Cc1ccccc1)C(=O)CCc1nc(C2CCCN2C(=O)C2CCC2)no1 (stereo unspecified) | 38%
CCOc1cccc(CN2CC(C(=O)NCc3ccncc3)C3(CCOCC3)C2)c1 (stereo unspecified) | 86%[activator]
CCNC(=O)N(C)[C@H]1C[C@H]2c3[nH]c4c(-c5cccc(C)c5)cccc4c3CCN2C(=O)[C@H]1[C@H](C)O | -9%
CC(=O)Nc1ccc(-c2c(C(C)C)nn(-c3cccc(F)c3)c2OC(C)=O)cc1 | ?
O=C(Nc1ccc(F)cc1F)N[C@H]1C[C@H]2C(=O)NC[C@@H](CCC(=O)N3CCCCC3)N2C1 | 0%
C[C@H]1Cn2cnc(C(=O)N(C)Cc3ccccc3)c2C(=O)N1 | 13%
CCn1cnnc1-c1nn(C)c2c1CN(C(=O)Cc1cccc(F)c1)CC2 | 16%
COc1ccc(NC(=O)N2CCc3c(C(=O)Nc4ccc5c(c4)OCO5)cccc32)cc1 | -12%
Cc1cccc(CN2CC[C@@H]3OCC(=O)N(Cc4ccc(O)cc4)[C@H]3CC2)c1 | ?
O=C(CCn1ccc(=O)[nH]c1=O)N1CC[C@@H](c2ccc3c(c2)OCO3)[C@H](O)C1 | -8%
COCCn1cnc2ccc(-c3cccnc3OC)nc2c1=O | 2%[176 µM]
CCc1[nH]c2c(CNC(=O)CC3C(=O)NCCN3C(C)C)cc(C)cc2c1C (stereo unspecified) | -17%
CN1CCC(N2C[C@@H](CO)[C@H](c3nc(-c4ccncc4)no3)C2)CC1 | 53%[activator]
COc1ccc(NC(=O)Cn2ccn3nc4c(c3c2=O)CCCCC4)cc1 | 1%

Part of the list above, as tab-separated lines:
molecule	12-LOX inh
CC(=O)N1CCC(N2CCOC[C@H]2c2ncc(C(C)(C)C)[nH]2)CC1	20%[176 µM]
CN(Cc1ccccc1)C(=O)CCc1nc(C2CCCN2C(=O)C2CCC2)no1 (stereo unspecified)	38%
CCOc1cccc(CN2CC(C(=O)NCc3ccncc3)C3(CCOCC3)C2)c1 (stereo unspecified)	86%[activator]
CCNC(=O)N(C)[C@H]1C[C@H]2c3[nH]c4c(-c5cccc(C)c5)cccc4c3CCN2C(=O)[C@H]1[C@H](C)O	-9%
CC(=O)Nc1ccc(-c2c(C(C)C)nn(-c3cccc(F)c3)c2OC(C)=O)cc1	?
O=C(Nc1ccc(F)cc1F)N[C@H]1C[C@H]2C(=O)NC[C@@H](CCC(=O)N3CCCCC3)N2C1	0%
C[C@H]1Cn2cnc(C(=O)N(C)Cc3ccccc3)c2C(=O)N1	13%
CCn1cnnc1-c1nn(C)c2c1CN(C(=O)Cc1cccc(F)c1)CC2	16%
COc1ccc(NC(=O)N2CCc3c(C(=O)Nc4ccc5c(c4)OCO5)cccc32)cc1	-12%
Cc1cccc(CN2CC[C@@H]3OCC(=O)N(Cc4ccc(O)cc4)[C@H]3CC2)c1	?
O=C(CCn1ccc(=O)[nH]c1=O)N1CC[C@@H](c2ccc3c(c2)OCO3)[C@H](O)C1	-8%
COCCn1cnc2ccc(-c3cccnc3OC)nc2c1=O	2%[176 µM]
CCc1[nH]c2c(CNC(=O)CC3C(=O)NCCN3C(C)C)cc(C)cc2c1C (stereo unspecified)	-17%
CN1CCC(N2C[C@@H](CO)[C@H](c3nc(-c4ccncc4)no3)C2)CC1	53%[activator]
COc1ccc(NC(=O)Cn2ccn3nc4c(c3c2=O)CCCCC4)cc1	1%

(continued)
SMILES | 12-LOX inh
CCOCc1nc(C2CCCN(C(=O)Cc3ccc(F)cc3)C2)no1 (stereo unspecified) | 2%
COc1ccc(CNC(=O)O[C@H]2CC[C@@]34CCCN3C(=O)CCC[C@H]4[C@H]2Cc2ccccc2)cc1 | 8%
O=C(c1ccccc1)N1CCC2(C1)C(=NC1CCCCC1)NC(=O)N2c1cc(F)cc(F)c1 (stereo unspecified) | -2%[6.33 µM]
Cc1ccc(CNC(=O)Cn2c(C)cc3nc4n(c(=O)c32)CCCC4)cc1 | 18%
COc1ccc(C(=O)N2CCCC(c3nc(-c4ccccc4)no3)CCNC(=O)CC2)cc1 (stereo unspecified) | -3%
CCOc1cccc(CN2CCC3(CCNCC3)C2)c1O | 47%[activator]
CN(Cc1cccn1C)C(=O)NC1CCCC1 | 13%[176 µM]
CC1=NOC2(CCN(Cc3ccc(C(F)(F)F)cc3)C2)C1 (stereo unspecified) | 79%[176 µM]
CN1CCC(Oc2ncccc2NC(=O)c2ccncc2)C1 (stereo unspecified) | 3%
O=C(NCc1csc(-c2cnccn2)n1)C1NCCc2[nH]cnc21 (stereo unspecified) | 123%[activator]
COc1ccc(CNC(=O)C[C@@H]2CCNC[C@@H]2Cc2cc(CSc3ccccc3)on2)cc1 | ?
COc1ccc(S(=O)(=O)NC[C@H]2O[C@@H](CO)[C@@H](O)[C@H]2N2CCN(c3ccccn3)CC2)cc1 | 0%
CCCCc1nn(CC(=O)NC[C@H]2CCc3ccccc3O2)c(=O)n1CC | 23%
Cn1cccc1C(=O)N1CC(Oc2ccc(-c3nc(-c4ccccc4)no3)cc2)C1 | 14%
CC(=O)c1cc(C(=O)N2CCC(O)(c3ccc(C)cn3)CC2)c(=O)[nH]c1C | 3%
CCc1nnc([C@@H]2CC(F)(F)CN2C(=O)COc2ccc(F)cc2)o1 | 47%[activator]
CCC(=O)N1[C@@H]2c3ccc(C4=CCCCC4)c(=O)n3C[C@H]1[C@H](CO)[C@H]2C(=O)N[C@@H](C)c1ccccc1 | 1%
COc1ccc(NC(=O)C2CC(=O)N(c3n[nH]c4cccc(F)c34)C2)cc1Cl (stereo unspecified) | ?
Cc1cccc(C(=O)N2C[C@@H](F)C[C@H]2C(=O)N2CCCCC2)c1 | 7%
Cc1nc2c(c(-c3ccc(O)cc3)n1)CN(Cc1cccn1C)CCC2 | 6%
O=C(CC1CNCCO1)NCc1nc(-c2cccc(F)c2)c(-c2ccccn2)[nH]1 (stereo unspecified) | 125%[activator]
Cc1ccc(C(=O)N2CCC(N3C(=O)C(O)C34CCCCC4)CC2)cn1 (stereo unspecified) | 48%[activator]
Cc1ccc(-c2nc(C(=O)N3CCN(c4cc(C)ccc4C)CC3)no2)cc1 | -11%
COc1ccc(CC(=O)O)cc1S(=O)(=O)N1C[C@H](C(C)C)[C@@H](N)C1 | -21%
O=C(CC1COCCN1)N1CCC2(CCC(=O)N(CCc3ccncc3)C2)CC1 (stereo unspecified) | ?
O=C1[C@@H]2C[C@@H](CN2C(=O)c2ccc(C(F)(F)F)cc2)Oc2ccccc2N1Cc1ccccn1 | -11%
O=C(O)C(Oc1ccc2ccc(=O)oc2c1)c1ccccc1 (stereo unspecified) | 7%
C=C1C(=O)OC2CC1C(OC(C)=O)CC(C)=CCCC(C)=CCCC2(C)O (stereo unspecified) | -1%
Cc1ccc(-c2nocc2CCC(=O)NCc2cccc(Br)c2)cc1 | -1%
Cn1cnc(S(=O)(=O)N2CCCN(C3CCOCC3)CCNC(=O)CC2c2ccccc2)c1 (stereo unspecified) | 60%[activator]
CN(C)c1ccc(CN[C@H]2C[C@H]3C(=O)NC[C@@H](CCC(=O)N4CCc5ccccc54)N3C2)cc1 | 46%[activator]
CCOc1ccc2c(n1)CCN(C(=O)C1CCC1)C2 | 2%
CSc1ncccc1C(=O)NC(C)C(=O)N1CCN(c2ccccn2)CC1 (stereo unspecified) | 28%
COCCNC(=O)NC[C@H]1O[C@@H]2C[C@@H](CC(=O)NC(C)C)O[C@@H]2[C@@H]1O | -11%[176 µM]
Cc1noc([C@H]2CCN(CC3CC3)C[C@H]2NC(=O)C2CCOCC2)n1 | 73%[activator]
O=C(CCc1c[nH]c2ccccc12)Nc1ccc(Nc2ccccc2)cc1 | ?
Cn1ccc2c(C(=O)NCCc3ccccn3)nc(-c3cccc(N4CCOCC4)c3)cc21 | 23%
COCCOc1ccnc(-c2noc([C@@H]3CCCN3C3CCN(C(C)=O)CC3)n2)c1 | 25%[176 µM]
Cc1ccc(S(=O)(=O)N2CCCC(CCC(=O)NCc3ccccc3)C2)cc1 (stereo unspecified) | -3%
Cc1nnc(-c2cc(-c3ccsc3)ccn2)n1-c1ccccc1 | 8%[176 µM]
OCC1(CCOc2ccccc2)CCCN(c2ncnc3sccc23)C1 (stereo unspecified) | 31%[activator]
O=C(C[C@@H]1CCNC[C@@H]1Cc1cc(CC2CCCCC2)on1)NCc1ccco1 | ?
CCn1ncc(N2CCCC(CC(=O)NC3CCCC3)C2)cc1=O (stereo unspecified) | 27%
COc1ccc(-c2cn3c(n2)CO[C@@H](CNCc2nccn2C)C3)cc1 | 79%[activator][176 µM]
CCCN1CCCn2nc(CNC(=O)Nc3ccccc3SC)cc2C1 | 15%
